# PHOSPHO1 block: PHOSPHO1 (human) inhibition; Q8TCT1; recombinant PHOSPHO1, absorbance phosphatase assay; inhibition, % at 13.3 µM; hit rate 1.1% among 290,000; AID 1565; in the data active = inhibition above about 60%
# Target sequence (Q8TCT1 whole entry, looked up): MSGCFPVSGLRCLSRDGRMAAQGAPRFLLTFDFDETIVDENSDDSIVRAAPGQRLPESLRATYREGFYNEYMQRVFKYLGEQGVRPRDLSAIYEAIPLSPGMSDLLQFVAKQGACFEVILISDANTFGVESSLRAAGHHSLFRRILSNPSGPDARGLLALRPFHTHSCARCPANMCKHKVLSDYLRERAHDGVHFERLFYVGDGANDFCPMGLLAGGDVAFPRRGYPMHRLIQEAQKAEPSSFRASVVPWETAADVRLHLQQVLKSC
# CHRM4 PAM: potentiates acetylcholine response at human M4 receptor. CHO-K1 hM4/Gqi5, Fluo-8 calcium fluorescence, ACh EC20; 0% = ACh EC20, 100% = maximal ACh. activation, % at 3 µM. hit rate 0.4% among 360,000. AID 624126;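 active = activation above its plate's cutoff, the mean activation of sample wells plus 3 SD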; also: some results filed as inactive read as strong as hits
# Target sequence (P08173 whole entry, looked up): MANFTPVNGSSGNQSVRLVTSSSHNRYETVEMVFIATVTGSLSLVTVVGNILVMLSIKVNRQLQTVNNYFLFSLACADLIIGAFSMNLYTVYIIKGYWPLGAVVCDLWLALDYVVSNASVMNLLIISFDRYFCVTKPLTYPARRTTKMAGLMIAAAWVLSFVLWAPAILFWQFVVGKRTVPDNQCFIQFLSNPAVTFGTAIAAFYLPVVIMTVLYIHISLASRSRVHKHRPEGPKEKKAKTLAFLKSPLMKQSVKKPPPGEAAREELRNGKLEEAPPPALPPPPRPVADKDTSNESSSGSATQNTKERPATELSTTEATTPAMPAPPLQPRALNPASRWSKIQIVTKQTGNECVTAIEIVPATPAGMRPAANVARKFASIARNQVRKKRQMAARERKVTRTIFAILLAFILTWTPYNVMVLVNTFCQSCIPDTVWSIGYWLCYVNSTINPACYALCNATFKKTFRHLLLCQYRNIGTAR
# CRFR2-BP ag: agonists of human CRF-binding protein/CRF-R2 receptor complex; HEK293 CRF-R2/CRF-BP, calcium dye fluorescence (FLIPR); percent of saturating CRF peptide response; activation, % at 13.2 µM; hit rate 0.46% among 350,000; AID 588473;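 active = activation of at least 50%, plus an integration ratio under a set limit after plate pattern correction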;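 also: plate controls were neutral control wells without compound for no effect and CRF at EC100 for full effect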
# GalR3 antag: blocks the human galanin receptor 3; O60755; HEK293 GalR3-CNG cAMP membrane potential fluorescence; galR3 body fused to GalR1 C-terminus; inhibition, % at 3 µM; hit rate 0.44% among 360,000;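 active = inhibition above the screen-wide average plus 3 SD, cut at about 13% in these data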;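 also: forskolin and galanin both at EC90 stimulate the cells; cAMP rise reported by CNG channel membrane potential dye signal; 0% = forskolin plus galanin with DMSO and 100% = forskolin alone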
# Target sequence (O60755 1-299 limits assumed): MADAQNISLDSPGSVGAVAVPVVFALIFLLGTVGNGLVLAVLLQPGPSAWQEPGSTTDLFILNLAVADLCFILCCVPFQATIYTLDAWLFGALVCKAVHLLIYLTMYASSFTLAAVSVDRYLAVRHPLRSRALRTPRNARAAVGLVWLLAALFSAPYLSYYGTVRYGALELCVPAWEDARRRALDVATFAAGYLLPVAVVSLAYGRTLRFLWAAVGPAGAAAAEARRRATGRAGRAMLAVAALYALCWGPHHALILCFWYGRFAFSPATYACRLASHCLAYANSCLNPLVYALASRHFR
# IDE cell inh: inhibitors of human insulin-degrading enzyme in cells; hit rate 0.41% among 320,000; inhibition, % at 5.59 µM; P14735; HEK cells, FAbetaB cleavage, fluorescence polarization;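 active = percent inhibition above the average of all tested compounds plus 3 SD, set per screening campaign, cut at about 16% in these data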;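 also: IDE supplied by intact live HEK cells; FP after avidin binding of uncleaved biotin substrate so inhibition keeps polarization high; 0% = DMSO wells and 100% = 60 µM reference IDE inhibitor Ii1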
# p-CIP stab down: p/CIP protein destabilization | F442A p/CIP-EGFP cells, EGFP fluorescence, 16 h | Q05BA5 | hit rate 0.01% among 290,000 | decrease of EGFP signal, % at 10 µM;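 active = EGFP signal decrease of at least 30% at 10 µM or well 3 SD below plate mean, unless failing retest; inactive = the rest, including hits failing retest or dose response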; also: some compounds called inactive have numbers as strong as hits; many of its hits are not listed in these tables
# MEKK3 PB1 HTS: raises or lowers MEK5 binding to the human MEKK3 PB1 domain; Q99759; bead-based flow cytometry, Alexa488-MEK5 binding to MEKK3; actives lie on both sides; 0 = blocked by unlabeled MEK5, 100 = vehicle; binding response (% of control), % at 10 µM; hit rate 1.4% among 290,000;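 active = binding response more than 3 SD above or below the average of its plate-row segment, actives on both sides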;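 also: Alexa488 bead fluorescence after subtracting the streptavidin-only scavenger bead signal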
# CRFBP-R2 block: CRF-BP/CRF-R2 complex antagonism; hit rate 0.59% among 350,000; inhibition, % at 11.8 µM; HEK293 CRF-R2/CRF-BP, CRF-induced calcium fluorescence;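 active = inhibition of the ligand-induced calcium signal above about 50% at the single tested concentration, limit read from the data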
# IDE cell activ: boosts human insulin-degrading enzyme activity in HEK cells. P14735. FAbeta-B cleavage, fluorescence polarization; 0% vehicle, 100% cell-free pure enzyme wells. activation, % at 5.96 µM. hit rate 0.073% among 340,000. AID 493087;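 active = activation above the mean of all tested compounds plus 3 SD, set per screening campaign, cut at about 17% in these data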
# The depositor's hits bear a star; / = no result given; [ ] = dose if it differs, or a comment.
# Screens by letter: A = PHOSPHO1 block; B = CHRM4 PAM; C = CRFR2-BP ag; D = GalR3 antag; E = IDE cell inh; F = p-CIP stab down; G = MEKK3 PB1 HTS; H = CRFBP-R2 block; I = IDE cell activ
> COc1ccc(N2CCN(C(=O)CCNC(=O)c3ccc(C(C)(C)C)cc3)CC2)cc1
  A: -31; B: -8; C: -3.3; D: -10; E: 2; F: -9; G: 88; H: 17; I: 1
> CCC(=O)N(CCc1ccccc1C)Cc1cc2cc3c(cc2[nH]c1=O)OCO3
  A: -13; B: 7; C: -2.2; D: -6; E: -2; F: -11; G: 101; H: 0; I: -4
> CCCN(CCC)CCCNC(=O)CNC(=O)c1nn(-c2ccc(OC)cc2)c(=O)c2ccccc12
  A: 20; B: -15; C: 5.2; D: -3; E: 7; F: -4; G: 95; H: -12; I: 9
> O=C(NCC(=O)N1CCN(Cc2ccccc2)CC1)c1ccc(Br)cc1
  A: 3; B: 3; C: 0.5; D: 1; E: 1; F: -11; G: 104; H: 2; I: 1
> CN(/C(=N/S(=O)(=O)c1ccccc1)c1ccccc1)S(=O)(=O)c1ccccc1
  A: -13; B: -3; C: 0.6; D: -1; E: 0; F: -6; G: 104; H: 3; I: 2
> COc1cc(Cl)c(C)cc1NC(=O)COC(=O)C1=COCCO1
  A: /; B: -7; C: -0.8; D: -1; E: 5; F: /; G: /; H: 1; I: 5
> Cc1cc(C(=O)OCC(=O)c2cccc([N+](=O)[O-])c2)c2ccccc2n1
  A: -9; B: -12; C: 1.6; D: -1; E: 0; F: -6; G: 89; H: -10; I: -2
> CC(C)c1nnc(NC(=O)CCC(=O)N2CCN(C3c4ccccc4-c4ccccc43)CC2)s1
  A: -19; B: -7; C: -0.1; D: -4; E: -2; F: -12; G: 96; H: -24; I: 9
> CCN(C(=O)COC(=O)c1ccc(Br)o1)C1CCCCC1
  A: 48; B: 5; C: -1.6; D: -2; E: 6; F: 0; G: 119; H: 6; I: 2
> COc1ccc(CCNC(=O)CSc2nc(O)c(CCC(C)C)c(=O)[nH]2)cc1OC
  A: -9; B: 0; C: 0.4; D: -1; E: -1; F: 9; G: 106; H: -2; I: -10
> CC1=C(C)CC(C(=O)NC2CCCC2)C(C(=O)O)C1 (stereo unspecified)
  A: /; B: 8; C: -1.9; D: -1; E: /; F: 11; G: 96; H: 12; I: 4
> Cc1c(NC(=O)CN2C(=O)NC(C)(c3ccccc3Cl)C2=O)c(=O)n(-c2ccccc2)n1C (stereo unspecified)
  A: 10; B: 5; C: -0.6; D: /; E: -2; F: 8; G: 109; H: 8; I: 0
> CCCn1c(C(C)Nc2nc(-c3ccc(C)cc3)cs2)nc2ccccc21 (stereo unspecified)
  A: -2; B: 4; C: -2.1; D: -2; E: -1; F: 2; G: 104; H: -3; I: 5
> CC(C)[C@H](NS(=O)(=O)c1ccccc1)C(=O)OCC(=O)NC(=O)c1cccn1C
  A: 1; B: 10; C: -0.4; D: -5; E: -1; F: -6; G: 99; H: -6; I: -2
> COc1ccc(CNc2cc(C)ccn2)cc1
  A: 38; B: -2; C: -0.1; D: -12; E: -3; F: -1; G: 103; H: -4; I: 3
> CC(=O)NC12CC3CC(C1)CC(C(=O)N1CCN(S(=O)(=O)c4ccc(Cl)s4)CC1)(C3)C2
  A: 8; B: -2; C: 0.4; D: -3; E: 3; F: -17; G: 107; H: -4; I: -2
> CCN(CC)C(=O)CSc1nnc(-c2ccccn2)n1Cc1ccccc1
  A: 40; B: 3; C: -1.2; D: -1; E: -1; F: -1; G: 112; H: 8; I: 4
> c1ccc(N2CCN(c3ccccc3)C2c2ccncc2)cc1
  A: 3; B: -3; C: -0.7; D: -8; E: 5; F: -6; G: 80; H: -31; I: 0
> COc1ccc(-c2oc3ncn(CCN4CCOCC4)c(=N)c3c2-c2ccc(OC)cc2)cc1
  A: -26; B: -4; C: -1.6; D: -2; E: -1; F: -17; G: 100; H: -8; I: 2
> CCCc1[nH]n(-c2ccc(F)cc2)c(=O)c1C=Nc1ccc(C)cc1
  A: -2; B: 5; C: 1.2; D: -5; E: 2; F: -2; G: 103; H: -6; I: -1
> Cc1n[nH]c(=O)c2c(NC(=O)CSc3cc(Cl)ccc3Cl)oc(C)c12
  A: /; B: -1; C: 0.7; D: -5; E: -2; F: /; G: /; H: -14; I: 6
> COc1ccc(/C=C/C(=O)Nc2ccc3c(c2)OCCO3)cc1OC
  A: 2; B: -3; C: 0.3; D: -12; E: 9; F: 2; G: 91; H: 17; I: 1
> CCCCOC(=O)c1ccc(NC(=O)C(=O)NCc2ccco2)cc1
  A: -7; B: 6; C: -0.9; D: 3; E: -3; F: 6; G: 136*; H: 3; I: 5
> CC1CC(C)CN(CC(=O)N2CCOCC2)C1 (stereo unspecified)
  A: 15; B: 4; C: 0.4; D: -3; E: 5; F: -2; G: 92; H: -2; I: 1
> O=c1[nH]c(CN2CCN(c3ncccn3)CC2)nc2c(Br)cc(Br)cc12
  A: 30; B: 9; C: 3.1; D: -1; E: 6; F: -2; G: 109; H: -22; I: -4
> COc1ccccc1C(=O)OCC(=O)N1CCC(Cc2ccccc2)CC1
  A: /; B: -3; C: -0.8; D: -7; E: 7; F: /; G: /; H: 3; I: 1
> CSCC[C@H](NC(=O)N1C[C@H]2C[C@@H](C1)c1cccc(=O)n1C2)C(=O)Nc1ccc(NC(C)=O)cc1
  A: 29; B: 5; C: 0.5; D: -3; E: -1; F: -5; G: 100; H: -6; I: 7
> CSc1ccc(S(=O)(=O)NCC(=O)OCC(=O)N2CCCC2=O)cc1[N+](=O)[O-]
  A: /; B: 3; C: 1.0; D: -4; E: 4; F: /; G: /; H: -2; I: 4
> O=C(c1cc(S(=O)(=O)N2CCOCC2)ccc1F)N1CCc2ccccc21
  A: /; B: -1; C: -2.9; D: -2; E: 0; F: /; G: /; H: -6; I: 2
> Cc1cccc(CN2CCCC(C(=O)c3ccc4c5c(cccc35)CC4)C2)n1 (stereo unspecified)
  A: 56; B: -38; C: 0.5; D: -1; E: 1; F: -12; G: 106; H: -13; I: -3
> O=C(NC(NC(=O)c1ccccc1)C(=O)c1ccccc1)c1ccccc1
  A: -1; B: 2; C: 1.1; D: -4; E: 2; F: -8; G: 94; H: -6; I: 3
> COC(=O)C1CCN(CC(=O)Nc2ccc3c(c2)OCCO3)CC1
  A: /; B: 17; C: 0.1; D: -4; E: 1; F: /; G: /; H: 13; I: 3
> CC(C)c1nc(CNC(=O)CC2C(=O)NCCN2Cc2ccc(F)cc2Cl)cs1 (stereo unspecified)
  A: 13; B: -2; C: 2.0; D: -1; E: -4; F: -1; G: 101; H: -17; I: 1
> CCc1cccc(NC(=O)Cn2c3[n+](c4ccc(C(F)(F)F)cc42)CCCCC3)c1
  A: -2; B: 4; C: -0.4; D: -2; E: 7; F: -3; G: 111; H: 2; I: 2
> O=C(CCCn1c(SCC(=O)c2ccc(Cl)cc2)nc2ccccc2c1=O)NCc1ccco1
  A: 21; B: 1; C: 0.6; D: -5; E: -3; F: -7; G: 83; H: 18; I: 7
> Cc1ccc(CNC(=O)/C=C/c2ccccc2Cl)cc1
  A: 32; B: 4; C: 1.4; D: 3; E: 7; F: -3; G: 97; H: 0; I: 0
> CCn1c(SCc2ccc([N+](=O)[O-])cc2)nnc1C(C)NC(=O)c1ccc(C)cc1 (stereo unspecified)
  A: -11; B: -6; C: -0.8; D: -3; E: 1; F: -1; G: 101; H: 20; I: 3
> Cc1ccc(NC(=O)CN(C)C(=S)NC2CC2)cc1
  A: 42; B: -1; C: -0.2; D: -2; E: 1; F: -10; G: 104; H: 1; I: 5
> Cc1ccc(CNCCCSc2nc(C)cc(C)n2)cc1
  A: 36; B: -8; C: -0.9; D: -5; E: 10; F: -4; G: 98; H: -8; I: 2
> COc1ccc(-c2nc3c(c(=O)n(C)c(=O)n3C)n2CC2CC(c3ccccc3)=NO2)cc1OC (stereo unspecified)
  A: /; B: -2; C: 1.5; D: -3; E: 7; F: /; G: 105; H: -5; I: 5

# Just CRFBP-R2 block, PHOSPHO1 block and CHRM4 PAM, for three of the compounds above:
Compound	CRFBP-R2 block	PHOSPHO1 block	CHRM4 PAM
Cc1ccc(CNC(=O)/C=C/c2ccccc2Cl)cc1	0	32	4
CCn1c(SCc2ccc([N+](=O)[O-])cc2)nnc1C(C)NC(=O)c1ccc(C)cc1 (stereo unspecified)	20	-11	-6
Cc1ccc(NC(=O)CN(C)C(=S)NC2CC2)cc1	1	42	-1

# Some values from the list:
# CCC(=O)N(CCc1ccccc1C)Cc1cc2cc3c(cc2[nH]c1=O)OCO3 – CRFR2-BP ag = -2.2
# CCn1c(SCc2ccc([N+](=O)[O-])cc2)nnc1C(C)NC(=O)c1ccc(C)cc1 (stereo unspecified) – GalR3 antag = -3

# Five records drawn at random from the list so far, as already listed:
# Screens by letter: A = PHOSPHO1 block; B = CHRM4 PAM; C = CRFR2-BP ag; D = GalR3 antag; E = IDE cell inh; F = p-CIP stab down; G = MEKK3 PB1 HTS; H = CRFBP-R2 block; I = IDE cell activ
> Cc1ccc(CNC(=O)/C=C/c2ccccc2Cl)cc1
  A: 32; B: 4; C: 1.4; D: 3; E: 7; F: -3; G: 97; H: 0; I: 0
> CCc1cccc(NC(=O)Cn2c3[n+](c4ccc(C(F)(F)F)cc42)CCCCC3)c1
  A: -2; B: 4; C: -0.4; D: -2; E: 7; F: -3; G: 111; H: 2; I: 2
> COC(=O)C1CCN(CC(=O)Nc2ccc3c(c2)OCCO3)CC1
  A: /; B: 17; C: 0.1; D: -4; E: 1; F: /; G: /; H: 13; I: 3
> CCn1c(SCc2ccc([N+](=O)[O-])cc2)nnc1C(C)NC(=O)c1ccc(C)cc1 (stereo unspecified)
  A: -11; B: -6; C: -0.8; D: -3; E: 1; F: -1; G: 101; H: 20; I: 3
> O=C(NC(NC(=O)c1ccccc1)C(=O)c1ccccc1)c1ccccc1
  A: -1; B: 2; C: 1.1; D: -4; E: 2; F: -8; G: 94; H: -6; I: 3

# Further compounds
# Screens by letter: A = PHOSPHO1 block; B = CHRM4 PAM; C = CRFR2-BP ag; D = GalR3 antag; E = IDE cell inh; F = p-CIP stab down; G = MEKK3 PB1 HTS; H = CRFBP-R2 block; I = IDE cell activ
> CN(C(=O)c1cccc(C(F)(F)F)c1)C1CCCc2ccccc21 (stereo unspecified)
  A: 39; B: -1; C: 0.2; D: -11; E: 0; F: -17; G: 1.0*[inhibitor]; H: -22; I: 2
> CC1=NN(c2ccccc2)C(=O)C1=Cc1ccccc1
  A: /; B: 0; C: 3.0; D: -7; E: /; F: /; G: /; H: 13; I: /
> Cc1ccnc2nc(C(=O)OCC(=O)Nc3ccc4c(c3)OCCO4)nn12
  A: /; B: 7; C: 4.1; D: -5; E: 6; F: /; G: /; H: -5; I: -3
> Cc1ccc(NC(=O)Cc2ccccc2)cc1S(=O)(=O)N1CCOCC1
  A: /; B: 8; C: -2.9; D: -5; E: -5; F: /; G: /; H: 10; I: -4
> CC(C)Cc1nnc(NC(=O)c2ccc3c(=O)n4c(nc3c2)CCC4)s1
  A: 38; B: 20; C: -1.3; D: 1; E: -4; F: 1; G: 104; H: 12; I: 1
> Cc1ccc(NC(=O)C(=O)NCCCN2CC(C(=O)O)CC2=O)cc1 (stereo unspecified)
  A: 18; B: -6; C: 0.9; D: -4; E: -3; F: -10; G: 100; H: -3; I: 2
> CC1CC(C)CN(CCCNC(=O)c2ccc3nc(N4CCOCC4)sc3c2)C1 (stereo unspecified)
  A: 31; B: 11; C: 1.2; D: 1; E: -3; F: 2; G: 102; H: 0; I: 8

# Screens as filed in PubChem.
